GLP1R inv ag: inverse agonists of human GLP-1 receptor | Potency, µM (titrated, usually from 38.3 µM), without a hit: top-dose activity change, negative = inhibition, most hits filed as inhibitors | 1.6% of 410,000 active | HEK293 GLP-1R CRE-luciferase, luminescence, 24 h; GLP-1R form is constitutively active | AID 624417 | P43220; note: potency is the fitted concentration of half-maximal effect; % is set by controls: 0 for no effect and ±100 for the full control effect; nearly all actives have a fitted effect of over 55% in size
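Cells are plated, allowed 12 hours at 37 deg C, then treated with compounds for 24 hr before luciferase detection reagent is added and luminescence is read after 12 min at room temperature. The HEK293 line carries constitutively active GLP-1R with a cAMP-responsive reporter.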
DRD3 agonist: agonists of human D3 dopamine receptor. 0.58% of 410,000 active. max activation, %. AID 652048. D3R DiscoveRx beta-arrestin cells, luminescence, 90 min; in the data active = max activation above about 30%; note: 0% is about no effect; mostly tested at two doses, the higher about 12 µM
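Agonist-mode cell screen: cells plated at 1500/well and incubated overnight at 37 °C, then exposed to library compounds for 90 min at 37 °C. Detection reagent was added for 30–60 min at room temperature, and luminescence was read.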
GLP1R ag: activates the human GLP-1 receptor; HEK293 GLP-1R CRE-luciferase, luminescence, 4-6 h; cells express a hypersensitive GLP-1R form; Potency, µM (series often up to 45.6 µM), for inactives: at the highest dose activation, most hits filed as activators; 0.007% of 380,000 active; note: potency is the fitted concentration of half-maximal effect; % of control where 0% means no effect
PLK1 PBD block: blocks phosphopeptide binding to human PLK1 polo-box domain. Plk1 PBD binding of FITC phosphopeptide, fluorescence polarization. Potency, µM, for inactives: max response, negative = inhibition, actives largely listed as inhibitors. 2.8% of 360,000 active. AID 720504; note: potency is the fitted concentration of half-maximal effect; series mostly up to about 57 µM; % is set by controls: 0 for no effect and ±100 for the full control effect; nearly all actives have a fitted effect of over 65% in size
DRD3 antagonist: blocks the human D3 dopamine receptor; D3R cells, DiscoveRx beta-arrestin luminescence, antagonist mode; hits give low values; AID 652054; 2.5% of 360,000 active; max response, negative = inhibition, %; P35462; in the data active = max response below about -50%; inconclusive = no clear call, values can overlap the other calls; note: % is set by controls: 0 for no effect and ±100 for the full control effect; mostly tested at two doses, the higher about 12 µM
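Cells expressing the human receptor were seeded at 1500 cells/well, incubated overnight at 37 degrees C in 5% CO2, then exposed to library compounds with dopamine controls for 90 minutes at 37 degrees C before luminescent detection.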
WRN inhibitor: WRN helicase (human) inhibition. Q14191. WRN helicase unwinding, fluorescent forked duplex, kinetic. Potency, µM (series often up to 114 µM), for inactives: at the highest dose activity change, negative = inhibition, actives largely listed as inhibitors. 0.46% of 360,000 active; note: potency is the fitted concentration of half-maximal effect; % is set by controls: 0 for no effect and ±100 for the full control effect; nearly all actives have a fitted effect of over 55% in size
Target sequence (Q14191 whole entry, looked up): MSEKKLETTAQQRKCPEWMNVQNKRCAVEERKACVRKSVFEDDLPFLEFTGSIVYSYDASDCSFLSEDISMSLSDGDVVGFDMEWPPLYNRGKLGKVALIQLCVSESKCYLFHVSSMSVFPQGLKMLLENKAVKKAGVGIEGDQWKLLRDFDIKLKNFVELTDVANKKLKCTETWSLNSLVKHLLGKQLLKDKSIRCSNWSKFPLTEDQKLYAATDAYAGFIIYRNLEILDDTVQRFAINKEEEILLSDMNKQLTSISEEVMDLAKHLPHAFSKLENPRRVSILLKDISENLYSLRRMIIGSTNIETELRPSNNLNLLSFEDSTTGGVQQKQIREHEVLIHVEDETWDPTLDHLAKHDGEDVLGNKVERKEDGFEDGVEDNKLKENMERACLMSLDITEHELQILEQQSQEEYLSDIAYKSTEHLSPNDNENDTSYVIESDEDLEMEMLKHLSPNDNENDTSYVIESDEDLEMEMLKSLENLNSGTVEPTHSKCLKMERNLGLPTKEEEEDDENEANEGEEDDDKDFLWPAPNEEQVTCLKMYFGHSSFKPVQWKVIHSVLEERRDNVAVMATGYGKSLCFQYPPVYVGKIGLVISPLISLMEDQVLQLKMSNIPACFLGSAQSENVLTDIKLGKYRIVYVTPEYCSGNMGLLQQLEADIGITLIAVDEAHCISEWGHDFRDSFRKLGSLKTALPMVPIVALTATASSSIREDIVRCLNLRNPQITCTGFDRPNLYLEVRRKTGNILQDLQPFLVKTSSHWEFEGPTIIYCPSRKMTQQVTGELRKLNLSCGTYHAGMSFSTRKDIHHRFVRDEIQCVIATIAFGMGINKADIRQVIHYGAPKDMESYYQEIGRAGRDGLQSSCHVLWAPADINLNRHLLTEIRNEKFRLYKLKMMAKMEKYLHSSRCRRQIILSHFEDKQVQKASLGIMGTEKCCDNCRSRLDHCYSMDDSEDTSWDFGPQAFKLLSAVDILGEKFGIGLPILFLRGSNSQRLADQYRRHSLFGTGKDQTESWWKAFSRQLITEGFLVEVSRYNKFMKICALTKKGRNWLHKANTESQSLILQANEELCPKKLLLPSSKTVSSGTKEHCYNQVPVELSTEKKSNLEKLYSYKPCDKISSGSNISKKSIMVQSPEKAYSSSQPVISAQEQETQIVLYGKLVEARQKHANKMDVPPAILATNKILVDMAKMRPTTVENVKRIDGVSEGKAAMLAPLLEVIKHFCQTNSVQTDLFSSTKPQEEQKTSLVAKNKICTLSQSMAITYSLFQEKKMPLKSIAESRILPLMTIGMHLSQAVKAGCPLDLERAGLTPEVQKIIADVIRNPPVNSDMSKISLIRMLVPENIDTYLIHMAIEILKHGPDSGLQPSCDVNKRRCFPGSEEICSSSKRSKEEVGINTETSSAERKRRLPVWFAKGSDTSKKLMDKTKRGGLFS
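WRN at 20 nM final was preincubated with compound for 15 min at room temperature; reaction started with 100 nM forked duplex oligonucleotide carrying fluorophore and quencher plus 2 mM ATP (final). Unwinding followed kinetically by red fluorescence (ex 525/em 598 nm).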
GLP1R cytotox: cytotoxicity in counter-screen for GLP-1R inverse agonists | HEK293 cAMP-luciferase reporter cells, luminescence, 24 h | Potency, µM (doses to about 38.3 µM), for inactives: at the top dose activity change, negative = inhibition, hits mostly inhibitors | 0.13% of 410,000 active | AID 624418;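 note: loss of luciferase light is scored as toxicity; potency is the fitted concentration of half-maximal effect; % is set by controls: 0 for no effect and ±100 for the full control effect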
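Quantitative HTS format, 1536 wells, 200 cells/uL seeded. Compounds: 23 nL, 24 h, 37 °C. Detection: luciferase reagent, luminescence at 12 min RT; decreased signal taken as cytotoxic.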
IL2 activator: activators of IL-2 | IL-2 activation reporter assay, cell-based qHTS; stimulated with anti-CD3/CD4/CD28 beads; in transgenic mouse T cells | 0.065% of 360,000 active | activation, % (series mostly up to about 46 µM) | AID 652025; in the data active = activation above about 50%; inconclusive = mostly about 30% to 49%; note: 0% is about no effect
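Unstimulated transgenic mouse T cells, 750 per well, received compound and, after 60 minutes, anti-CD3/anti-CD4 bead plus anti-CD28 stimulation. EGFP and DsRed were quantified after 18 hours.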
PI5P4Ka inh: PI5P4K alpha (human) kinase inhibition. P48426. PI5P4Kalpha enzyme, ADP-Glo luminescence, 60 min; hits give low values. max response, %. 1.2% of 330,000 active. AID 652105; active = max response of -50% or lower; inconclusive = between -30% and -50%; inactive = -30% or higher; note: value at the top dose of about 77 µM; % is set by controls: 0 for no effect and ±100 for the full control effect
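Luminescence from ADP-Glo served as readout of PI5P4Kalpha activity in a qHTS format. Reaction: enzyme, substrate, compound, ATP at 5 microM final, 60 min at RT.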
* hit, by the source's call; u = inconclusive; x = no result given; & = joins results of further samples; [ ] = remark or other dose. Unless noted, calls come from the whole dose curve; as a rule, active = well fitted curve in the direction sought with a large enough effect; inconclusive = small, poorly fitted or top-dose-only effect, or another doubt; inactive = no such curve, though single readings can be large; an effect the other way counts as inactive or inconclusive. Compounds were not picked by outcome; any-hit rate near 7.8%.

Structure	DRD3 antagonist	IL2 activator	GLP1R inv ag	WRN inhibitor	PI5P4Ka inh	GLP1R ag	GLP1R cytotox	PLK1 PBD block	DRD3 agonist
O=C(CCCn1c(=S)[nH]c2ccsc2c1=O)Nc1ccc2c(c1)OCCO2	-7	0.8	-29%	-6%	-8	6%	16%	-7%	2
COc1cc(C(C)=O)ccc1OC(=O)CN1C(=O)c2ccccc2C1=O	-5	2.2	18%	-10%	7	13%	2%	-25%	-2
CCOC(=O)c1[nH]nc(C(=O)c2ccc(Br)cc2)c1O	-20	1.4	43%[activator]	4%	u	-15%	-3%	-1%	1
O=C(O)c1cccc(Cn2c(Cl)c(/C=N/NC(=O)c3ccc(O)cc3)sc2=O)c1	-13	-3.7	1%	u	-30	-2%	7%	-18%	-4
O=c1c(-c2ccccc2)c(O)nc(SCCN2CCOCC2)n1-c1ccccc1	5	-0.1	0%	1%	-7	-6%	-19%	-1%	-2
CC(OC(=O)C1CCN(S(=O)(=O)c2ccc(F)cc2)CC1)C(=O)NC1CCCCC1C (configuration not stated)	-10	-2.4	-21%	-9%	-5	0%	0%	-4%	0
CN(C)S(=O)(=O)c1ccc(Oc2ccccc2)cc1	21	-1.1	1%	2%	-3	-6%	36%	-2%	-4
OC(c1cccc(Cl)c1)c1nc(/C=C/c2ccccc2)cs1 (configuration not stated)	10	0.5	u	-1%	8	5%	2%	2%	0
N#CC1=C(N)C(C#N)(C#N)[C@H](c2ccoc2)[C@H]2CN(Cc3ccccc3)CC=C12	u	0.4	u	-10%	-10	2%	32%[activator]	-14%	-4
C=CCN(C(=O)Cn1nc(C)n2c(cc3cc(C)ccc32)c1=O)c1ccccc1	0	0.2	u	-3%	-1	-8%	-6%	-14%	-2
COc1ccc(-c2noc(CN(C)C3CCOCC3)n2)cc1	2	-3.3	16%	7%	2	-2%	1%	-4%	11
CNC(=O)CSc1nnc(-c2ccco2)n1-c1cccc(OC)c1	4	0.6	24%	4%	4	5%	5%	-11%	-4
O=C(Oc1ccc(Br)cc1C(=S)N1CCCCC1)c1cc([N+](=O)[O-])cc([N+](=O)[O-])c1	0	1.0	u	13%	7	4%	-1%	u	-4
N#C/C(=C\c1c(Oc2ccccc2Cl)nc2ccccn2c1=O)C(=O)NC1CCS(=O)(=O)C1 (configuration not stated)	4	0.6	-10%	8%	4	11%	254%[activator]	-16%	3
CCC(CC)c1nnc(NC(=O)COc2ccc3c(C)cc(=O)oc3c2)s1	15	-0.8	3%	-5%	x	3%	2%	-9%	4
Cc1onc(-c2c(Cl)cccc2Cl)c1C(=O)c1c[nH]c(C(=O)NCC2CCCO2)c1 (configuration not stated)	33	0.7	-13%	-30%	-9	9%	5%	-5%	6
Cc1nn(-c2ccccc2)c(C)c1/C=C/C(=O)OC(C)C(N)=O (configuration not stated)	7	-1.8	1%	1%	-2	-1%	-4%	0%	-6
COC(=O)CSc1nc(-c2ccc(F)cc2)cc(C(F)(F)F)n1	-15	0.2	7%&-26%	-12%	16	1%&10%	5%&-7%	-9%	-10&-2
COc1ccc(NC(=O)c2cc(C3CCCCN3S(=O)(=O)Cc3ccccc3)on2)c(C)c1 (configuration not stated)	0	-0.6	u	-8%	4	7%	-8%	-2%	-6
O=c1c(-c2ccc(Br)cc2)coc2c(CN3CCCCC3)c(O)ccc12	-11	-2.2	9%	-18%	-2	2%	-11%	6%	-1
Cc1ccc(-n2c(CCc3nc4ccccc4[nH]3)n[nH]c2=S)cc1	-51*	1.3	44%[activator]	-35%	-58*	-3%	15%	-30%	-19
COc1ccc(Nc2ncc(C(=O)N3CCN(c4ccc(OC)cc4)CC3)c3ccccc23)cc1	x	x	u	x	x	-3%	-7%	x	21
O=C(c1ccccc1)c1c(O)cc(-c2ccccc2)oc1=O	-6	-0.2	5%	-21%	5	0%	18%	-13%	-3
CCCSCCCNC(=O)Cn1nc(CC)n2c(cc3c(OC)cccc32)c1=O	1	-0.3	11%	-9%	-5	3%	9%	-12%	-1
O=c1oc(-c2ccccc2)nc2sc3c(c12)CCC3	6	-1.5	-14%	-16%[11.6 µM]	-54*	-6%	-34%	-13%	0

(continued)
Structure	DRD3 antagonist	IL2 activator	GLP1R inv ag	WRN inhibitor	PI5P4Ka inh	GLP1R ag	GLP1R cytotox	PLK1 PBD block	DRD3 agonist
Cc1ccc(C)c(-n2c(SCC(=O)NC(C(=O)O)C(C)C)nnc2-c2cccc(Cl)c2)c1 (configuration not stated)	3	-0.4	47%[activator]	1%	-9	8%	8%	0%	1
CCCCSc1nnc(-c2ccc(NC(=O)CC)cc2)n1C	-2	-1.6	2%	-2%	-1	-4%	-6%	-5%	1
Cc1ccc(Cn2nc(C)c(/C=N/NC(=O)c3cccnc3)c2C)cc1	3	0.9	56%[activator]	4%	0	11%	12%	-3%	4
CN(C)S(=O)(=O)c1ccc(Cl)c(NC(=O)COC(=O)CN2C(=O)C3CCCCC3C2=O)c1 (configuration not stated)	3	0.6	16%	4%	-4	1%	-1%	-10%	-14
CCOC(=O)[C@]12CCC=C1N(CCC1=CCCCC1)C(=O)[C@H](CC(=O)NCc1cccs1)C2	25	-0.5	-20%	-6%	6	10%	-16%	-16%	2
CCN(C(=O)c1ccc(S(=O)(=O)N2CCCC2)cc1)C1CCS(=O)(=O)C1 (configuration not stated)	-4	-1.6	10%	-2%	5	0%	4%	-1%	4
COc1ccc(-c2noc3c2-c2nc(-c4ccc(Cl)cc4)sc2CC3)cc1	-18	0.4	14%	5%	-1	1%	-17%	-26%	2
Cc1cc(C)n(CCC(=O)N/N=C/c2c(O)ccc3ccccc23)n1	8	-0.5	u	-8%	1	-7%	u	-7%	1
Cc1cccc(C(=O)Nc2ccc(OCc3cc(=O)n4ccsc4n3)cc2)c1	x	x	5%	x	x	0%	-1%	x	1
Cc1ccccc1NC(=O)C1CCCN1/C=C/C(=O)C(F)(F)F (configuration not stated)	-23	-1.5	27%	u	1	-6%	47%[activator]	-17%	0
Cc1cc(C(F)F)nn1CC(=O)N1CCSCC1	-23	0.6	0%	-1%	1	-10%	-1%	-6%	-5
Cc1ccc(C)c(-c2ccc(=O)n(Cc3ccc(F)cc3Cl)n2)c1	24	0.0	u	3%	23	u	2%&-5%	-9%	4&3
CNC(=S)NNC(=O)c1ccccc1F	-23	-4.8	7%	-1%	-2	-3%	2%	-6%	-7
O=C(OCC(=O)N1CCc2ccccc2C1)c1ccc(N2CCOCC2)c([N+](=O)[O-])c1	-18	-2.7	20%	14%	-23	-4%	-1%	-11%	0
Cc1cc2oc(=O)c(CC(=O)NCCCN(C)C)c(C)c2c2occ(C(C)(C)C)c12	-5	-0.5	u	-9%[57.1 µM]	3	u	u	-9%	4
CC1CN(S(=O)(=O)c2ccc(C(=O)N3CCc4ccccc43)cc2)CC(C)O1 (configuration not stated)	-20	0.3	19%	-8%	-9	1%	6%	-4%	-6
COC(=O)C1CC(c2ccccc2)N(c2ccccc2)O1 (configuration not stated)	-1	-0.1	-11%	-5%	1	-5%	1%	-9%	5
NC(=O)COC(=O)c1ccc(S(=O)(=O)NCc2ccco2)cc1	-24	2.9	12%	-28%	-12	0%	0%	-10%	-5
COc1ccc(/C=N/n2c(=O)[nH]c3c([nH]c4ccc(C)cc43)c2=O)cc1CN1CCOCC1	4	-2.2	-10%	-13%	x	-11%	-19%	-10%	2
O=C(NC1=NCCS1)c1ccc(Br)s1	-13	-1.0	1%	-3%	x	3%	1%	-12%	-27
O=C(COC(=O)/C=C/c1ccccc1Cl)NCC1CCCO1 (configuration not stated)	-11	0.6	10%	13%	1	17%	-3%	-6%	1
CCOc1ccc(C(=O)CCC(=O)N(CC)CC(=O)NCc2ccc(Cl)cc2)cc1	-10	-0.1	19%	-3%	3	-3%	25%	-2%	-6
CN(C1CCCC1)C1CCN(C(=O)CNC(=O)/C=C/c2cccc(C(F)(F)F)c2)CC1	u	-3.5	-28%	-2%	1	-1%	-24%	-9%	-3
O=C(O)CNS(=O)(=O)c1ccc2c(c1)CCCC2	0	1.0	15%	1%[57.1 µM]	1	-2%	3%	1%	-3
CCN(CC)S(=O)(=O)c1cc(NC(=O)C(C)N2CCN(c3ccccn3)CC2)ccc1C (configuration not stated)	23	-2.4	u	-7%[57.1 µM]	-4	4%	-16%	-10%	3

The listing continues:
Structure	DRD3 antagonist	IL2 activator	GLP1R inv ag	WRN inhibitor	PI5P4Ka inh	GLP1R ag	GLP1R cytotox	PLK1 PBD block	DRD3 agonist
COc1ccc2[nH]c3c(c2c1)CCN1C(=O)C(CC(=O)NCc2ccc(OC)c(OC)c2)C[C@H](C(=O)N(C(C)C)C(C)C)[C@@]31C (some centres not stated)	-6	0.2	7%	8%	1	-4%	-5%	-6%	-4
Cc1nc2ccc(NC(=O)c3ccc(=O)[nH]c3)cc2s1	9	0.3	17%	1%	-4	12%	4%	-9%	-1
Cc1ccc2nc(SC(C)C(=O)N3CCCC3)[nH]c2c1 (configuration not stated)	0	-2.7	0%	5%	-4	4%	15%	-14%	0
CCCN(CC1CCCO1)C(=O)CCc1nnc(CCc2ccc(OC)cc2)o1 (configuration not stated)	-10	-2.6	7%	-4%	-20	2%	8%	13µM*	-2
CC(=O)N1CCCC(C)(C(=O)Nc2ccc3nc(C)ccc3c2)C1 (configuration not stated)	-52*	1.6	6%	-5%	-1	11%	4%	-8%	4

Record cards, as listed above. Order of screens: DRD3 antagonist, IL2 activator, GLP1R inv ag, WRN inhibitor, PI5P4Ka inh, GLP1R ag, GLP1R cytotox, PLK1 PBD block, DRD3 agonist
Cc1nc2ccc(NC(=O)c3ccc(=O)[nH]c3)cc2s1 is listed with 9, 0.3, 17%, 1%, -4, 12%, 4%, -9%, -1
COc1ccc2[nH]c3c(c2c1)CCN1C(=O)C(CC(=O)NCc2ccc(OC)c(OC)c2)C[C@H](C(=O)N(C(C)C)C(C)C)[C@@]31C (some centres not stated) is listed with -6, 0.2, 7%, 8%, 1, -4%, -5%, -6%, -4
CCCN(CC1CCCO1)C(=O)CCc1nnc(CCc2ccc(OC)cc2)o1 (configuration not stated) is listed with -10, -2.6, 7%, -4%, -20, 2%, 8%, 13µM*, -2

Assay outcomes deposited in PubChem by National Center for Advancing Translational Sciences (NCATS).
